# G9a block: qHTS Assay for Inhibitors of Histone Lysine Methyltransferase G9a. Histone-lysine N-methyltransferase EHMT2 (Homo sapiens), Q96KQ7. G9a H3K9 monomethylation, AlphaScreen, 2 h. AID 504332, 2011. Potency, µM (highest dose often 102 µM), for the others: at the top dose activity, negative = inhibition, actives largely listed as inhibitors. hit rate 8.8% among 350,000; also: potency is read from the fitted curve at half-maximal effect; % is scaled to controls: 0 for no effect and ±100 for the full control effect; nearly all actives have a fitted effect of over 75% in size
#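 Readings reflect AlphaScreen signal from monomethyl-H3K9 antibody detection. HMT at 20 nM; substrate b-H3K9 500 nM; cofactor SAM 20 uM; 2 h RT reaction; compounds tested as titrations in qHTS with 15 min preincubation.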
# BAZ2B inh: qHTS Assay for Inhibitors of BAZ2B | Bromodomain adjacent to zinc finger domain protein 2B (Homo sapiens), Q9UIF8 | AlphaScreen BAZ2B-H3K14Ac peptide displacement | Potency, µM (highest dose often 114 µM), for inactives: at the top dose activity change, negative = inhibition, actives largely listed as inhibitors | hit rate 4.4% among 360,000; also: potency is read from the fitted curve at half-maximal effect; % is scaled to controls: 0 for no effect and ±100 for the full control effect; nearly all actives have a fitted effect of over 60% in size
#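 In this displacement format the biotinylated H3(5-23) peptide acetylated at Lys14 serves as ligand at 50 nM, with BAZ2B at 50 nM in PBS pH 7.4 containing 0.01% Tween-20. Donor and acceptor beads are 10 ug/mL final.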
# HP1b chromo inh: HTS for Inhibitors of HP1-beta Chromodomain Interactions with Methylated Histone Tails; AID 540317, 2011; Potency, µM (doses to about 114 µM), without a hit: at the highest dose activity change, negative = inhibition, actives largely listed as inhibitors; Chromobox protein homolog 1 (Homo sapiens), P83916; AlphaScreen HP1-beta / biotin-H3K9me3 peptide binding; hit rate 0.56% among 390,000; also: potency is read from the fitted curve at half-maximal effect; nearly all actives have a fitted effect of over 70% in size; inactives centre near 23
# Target sequence (P83916 whole entry, looked up): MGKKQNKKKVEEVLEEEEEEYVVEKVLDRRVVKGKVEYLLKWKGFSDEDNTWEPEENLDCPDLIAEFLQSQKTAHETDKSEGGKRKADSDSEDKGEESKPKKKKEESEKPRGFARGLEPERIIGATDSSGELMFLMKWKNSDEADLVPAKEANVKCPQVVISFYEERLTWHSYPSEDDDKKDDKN
#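 Compound inhibition of the preformed complex between 50 nM HP1-beta and 50 nM biotinylated H3K9me3 peptide was read by AlphaScreen. Buffer was PBS pH 7.4 with 0.01% Tween-20. Incubations ran 30 min at room temperature, with 10 ug/mL donor/acceptor beads.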
# Pin1 inhibitor: qHTS Assay to Find Inhibitors of Pin1; Peptidyl-prolyl cis-trans isomerase NIMA-interacting 1 (Homo sapiens), Q13526; Pin1 FP peptide displacement, HiFluor488, 10 min; Potency, µM (top dose mostly 115 µM), without a hit: top-dose activity, negative = inhibition, actives largely listed as inhibitors; hit rate 0.009% among 390,000; AID 504891, 2011; active = well fitted inhibition curve with a large enough effect in the polarisation, with a control signal flat, not every such curve was filed as active; inconclusive = small, poorly fitted or top-dose-only effect, or effect the other way, or a change in a side signal; inactive = no such curve, though single readings can be large or run the other way; the % refers to the polarisation; also: potency is read from the fitted curve at half-maximal effect; % is scaled to controls: 0 for no effect and ±100 for the full control effect
# JMJD2A Tudor: qHTS Assay for Inhibitors of JMJD2A-Tudor Domain; Lysine-specific demethylase 4A (Homo sapiens), O75164; Potency, µM (titrated, usually from 114 µM), for the others: at the top dose activity change, negative = inhibition, hits mostly inhibitors; hit rate 4.4% among 390,000; AlphaScreen JMJD2A-Tudor / H3K4me3 peptide binding; also: potency is read from the fitted curve at half-maximal effect; % is scaled to controls: 0 for no effect and ±100 for the full control effect; nearly all actives have a fitted effect of over 50% in size
# POLH inh: qHTS for Inhibitors of Polymerase Eta | DNA polymerase eta (Homo sapiens), Q9Y253 | recombinant Pol eta, fluorescent DNA replication assay | Potency, µM (top dose mostly 114 µM), without a hit: top-dose activity change, negative = inhibition, actives largely listed as inhibitors | hit rate 1.2% among 390,000 | AID 588591, 2011; also: potency is read from the fitted curve at half-maximal effect; % is scaled to controls: 0 for no effect and ±100 for the full control effect
# Target sequence (Q9Y253 whole entry, looked up): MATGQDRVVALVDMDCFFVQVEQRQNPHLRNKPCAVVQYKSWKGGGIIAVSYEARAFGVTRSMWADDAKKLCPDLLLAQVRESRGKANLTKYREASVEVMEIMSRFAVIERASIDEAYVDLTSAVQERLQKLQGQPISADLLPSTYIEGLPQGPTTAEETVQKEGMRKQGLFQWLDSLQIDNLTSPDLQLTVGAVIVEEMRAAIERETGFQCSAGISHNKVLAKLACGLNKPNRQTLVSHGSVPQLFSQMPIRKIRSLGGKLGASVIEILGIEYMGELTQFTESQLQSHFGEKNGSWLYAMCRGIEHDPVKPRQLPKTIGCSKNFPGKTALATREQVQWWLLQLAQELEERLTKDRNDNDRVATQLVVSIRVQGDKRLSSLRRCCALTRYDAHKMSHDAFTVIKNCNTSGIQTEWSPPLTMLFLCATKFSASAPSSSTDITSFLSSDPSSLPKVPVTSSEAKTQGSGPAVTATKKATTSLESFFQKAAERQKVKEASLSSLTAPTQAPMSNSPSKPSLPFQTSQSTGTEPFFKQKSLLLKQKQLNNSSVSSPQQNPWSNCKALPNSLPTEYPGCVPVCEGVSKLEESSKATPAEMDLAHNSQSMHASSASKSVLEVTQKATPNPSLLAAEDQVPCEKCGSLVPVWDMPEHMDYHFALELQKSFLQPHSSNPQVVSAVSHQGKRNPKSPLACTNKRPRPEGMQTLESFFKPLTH
#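 Fluorescent replication assay: 50 nM final substrate added after a 15 min room-temperature compound preincubation with 10 nM enzyme. Signal taken at 0 min and again at 10 min.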
# PI4K2A inh: qHTS for small molecular inhibitors of PI4K2A; purified PI4K2A, ADP-Glo luminescence, 1 h; hits give low values; activity change, negative = inhibition, % at 76.9 µM; hit rate 0.13% among 420,000; in the data active = activity change below about -50%; inconclusive = mostly about -30% to -49%;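 also: -100% = wells without enzyme as full effect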
#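 PI4K2A activity was measured by ADP-Glo luminescence: enzyme (4 ug/mL stock) and phosphatidylinositol (1.2 mM stock) in Tris pH 7.5/MgCl2/EGTA/Triton X-100 buffer were reacted with ATP (300 microM stock) for one hour at ambient temperature.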
# GLS inhibitor: qHTS for Inhibitors of Glutaminase (GLS). GLS enzymatic activity, qHTS titration. hit rate 0.21% among 410,000. Potency, µM (titrated, usually from 45.5 µM), for the others: at the top dose activity change, negative = inhibition, most hits filed as inhibitors; also: potency is read from the fitted curve at half-maximal effect; % is scaled to controls: 0 for no effect and ±100 for the full control effect
#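 Two-point fluorescence kinetic (t0, 30 min RT) for hKGA; glutamate detected via glutamate oxidase–HRP–Amplex Red. Substrate: 1 mM L-glutamine solution; buffer 45 mM KH2PO4, pH 8.2.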
# Tb PGK inh: qHTS Assay to Find Inhibitors of Phosphoglycerate Kinase | Potency, µM (doses to about 57.5 µM), inactives show at the highest dose activity change, negative = inhibition, actives largely listed as inhibitors | hit rate 0.043% among 380,000 | PGK/GAPDH coupled, Kinase-Glo luminescence, 60 min; also: potency is read from the fitted curve at half-maximal effect; % is scaled to controls: 0 for no effect and ±100 for the full control effect; nearly all actives have a fitted effect of over 60% in size
#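 Luminescent ATP detection (Kinase-Glo Plus) follows a 60-minute room-temperature incubation, with wells lacking PGK as controls. Buffer: 100 mM TEA (pH 7.6), 5 mM MgCl2, 0.01% Tween-20. Coupling enzyme GAPDH (100 nM final) supplies unstable 1,3-BPG in-well.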
# * = called active by the depositor; i = inactive; ? = inconclusive; . = not tested or not shown; & = joins results of further samples; [ ] = remark or other dose. Unless noted, calls follow the shape of the dose curve; as a rule, active = well fitted curve in the direction sought with a large enough effect; inconclusive = small, poorly fitted or top-dose-only effect, or another doubt; inactive = no such curve, though single readings can be large; an effect the other way counts as inactive or inconclusive. Some of the compounds tested; rates above refer to the full screens.
no.	SMILES	Tb PGK inh	HP1b chromo inh	PI4K2A inh	POLH inh	G9a block	JMJD2A Tudor	BAZ2B inh	Pin1 inhibitor	GLS inhibitor
1	CN1CCN(C(=O)c2cc([N+](=O)[O-])ccc2Cl)CC1	0%	38%	4	-17%	50µM*	-16%	-1%	-4%	-6%
2	CCC(=O)Nc1ccc2c(c1)nc1n2CCSC1	-6%	16%	4	6%	?	-8%	5%	-1%	7%
3	O=C(CSCc1ccccc1)Nc1cccc(C(=O)Nc2ccccc2C(=O)O)c1	7%	18%	5	-1%	?	-18%	-4%	-2%	19%
4	COc1cccc(-c2nc(CS(=O)CC(=O)NC3CCCC3)c(C)o2)c1 (stereo not given)	-6%	27%	0	4%	-44%	-10%	-3%	-6%	-4%
5	CCCCN(CC)S(=O)(=O)c1ccc(C(=O)N=c2sc3cc(NC(C)=O)ccc3n2C)cc1	2%	39%	-2	-3%	-9%	-5%	6%	5%	14%
6	CCOc1ccc(-c2noc(CSc3nnc(-c4ccccc4)n3-c3ccccc3)n2)cc1	i	5%	1	7%	-1%[59 µM]	-26%	-2%	0%	5%
7	CCCCCOc1ccccc1Cn1c(=O)oc2ccc(C)cc21	9%	178%[activator]	-3	-8%	185%[activator][59 µM]	156%[activator]	248%[activator]	-1%	11%
8	Cc1ccc(C)c(NC(=O)CCN2C(=O)[C@@H]3Cc4ccccc4CN3C2=O)c1	-3%	31%	-5	-4%	-3%	-5%	1%	-11%	-15%
9	CCN(CC)CCC(c1ccc2c(c1)OCO2)c1c(O)cc(OC)cc1OC (stereo not given)	-10%	-11%&19%	3	-13%	-3%[59 µM]	-19%	-23%	2%&-10%	35%[activator]
10	COc1ccccc1C1=NN(C(=S)Nc2ccccc2)C(c2ccco2)C1 (stereo not given)	5%	-23%	5	-13%	.	-30%	?	40%[activator]	3%
11	Cc1cc(N2CCCC2)ccc1/C=N/n1cnnc1	-5%	3%	0	?	?	-28%	?	7%	-2%
12	CCn1cc(C(=O)NCCc2ccccc2C)c(=O)c2ccc(C)nc21	0%	43%[activator]	-2	-7%	5%	-4%	1%	-4%	7%
13	Cc1ccc2cc(/C=N/NC(=O)CN3CCCCC3)c(Cl)nc2c1	i	5%	-2	-8%	?	-8%[11.4 µM]	-31%	2%	-1%
14	CS(=O)(=O)N1c2ccccc2[C@]2(Br)C[C@H]3C(=O)N[C@@H](Cc4ccccc4)C(=O)N3[C@H]12	-9%	44%[activator]	1	-6%	.	-8%	.	-5%	2%
15	Nc1ccc(C(=O)N2CCN(S(=O)(=O)c3ccc(Cl)s3)CC2)cc1[N+](=O)[O-]	i	-3%	-3	-15%	?	-26%	-32%	17%	-4%
16	CCn1c(-c2ccsc2)nc2c1c(=O)[nH]c(=O)n2Cc1ccccc1	i	11%	1	-8%	-12%	?	-6%	0%	4%
17	O=C(Nc1cccc2ccccc12)C12CC3CC(C1)CC(n1cnc([N+](=O)[O-])n1)(C3)C2	10%	10%	6	-13%	1%[12.7 µM]	-16%	-1%	-6%	8%
18	COc1ccc(CN(C)c2ncnc(N)n2)cc1	1%	9%	3	-4%	-76%	-8%	6%	-1%	1%
19	COc1ccc(C(=O)Nc2ccccc2)cc1S(=O)(=O)Nc1ccc(Br)cc1	.	9%	6	.	2%[59 µM]	-14%	1%	0%	-2%
20	Cc1ccc(S(=O)(=O)N2CCC(C(=O)N3CCC[C@H]3C(=O)NCc3ccccc3)CC2)cc1	6%	22%	-5	-7%	-33%[12.7 µM]	-12%	3%	-1%	-4%
21	COc1cccc(-c2nn(C)c3sc(C(=O)N4CCN(c5ccccn5)CC4)cc23)c1	-9%	-10%	6	-3%	-22%[59 µM]	?	?	9%	13%
22	CCN(C(=O)c1sc2nc3n(c(=O)c2c1C)CCCCC3)c1ccc(OC)cc1	0%	13%	-8	-11%	5.6µM*	79µM*	35µM*	?	2%
23	CCN(CC)C(=O)Cn1cc(S(=O)(=O)CC(=O)N2CCOCC2)c2ccccc21	6%	26%	-1	-23%	.	-3%	.	-5%	0%
24	CCCCN(C(=O)CC(c1ccccc1)c1ccccc1)c1c(N)n(CCC)c(=O)[nH]c1=O	2%	29%	6	-5%	?	-8%	-2%	3%	5%
25	Cc1ccc(S(=O)(=O)/C(C#N)=C/c2c(N3CCN(C)CC3)nc3c(C)cccn3c2=O)cc1	-1%	-12%	-5	?	45µM*	?	?	?	4%
26	CNS(=O)(=O)c1cc(O)c2c(S(=O)(=O)NC)cccc2c1	1%	48%[activator]	7	-10%	-1%[12.7 µM]	-5%[11.4 µM]	-5%	-3%	29%
27	O=C(O)CCN1C(=O)c2ccc(NC(=O)CSc3ccccc3)cc2C1=O	i	?	0	-19%	6%[59 µM]	-27%[57.1 µM]	0%	1%	6%
28	COC(=O)Cn1c(=NC(=O)c2nc3ccccc3s2)sc2cc(S(N)(=O)=O)ccc21	-1%	26%	-2	-13%	-5%[59 µM]	-9%	1%	-4%	-14%
29	CC(C)N(Cc1ccccc1)S(=O)(=O)c1ccc(N2CCCCS2(=O)=O)cc1	8%	41%[activator]	1	-25%	-1%[12.7 µM]	2%	-9%	-8%	0%
30	COc1ccc(-n2c(SCC(=O)NCC3CCCO3)nc3c([nH]c4ccccc43)c2=O)cc1OC (stereo not given)	3%	24%	-20	-1%	36%	-1%	-7%	4%	0%
31	CC(c1ccccc1)N1CC(C(=O)N2CCN(c3ccc(F)cc3)CC2)CC1=O (stereo not given)	-11%	4%	10	4%	7%[59 µM]	-12%	1%	-2%	28%
32	CCc1ccc(CN(C)C(=O)C2CCC(=O)N(Cc3cccc(OC)c3)C2)nc1 (stereo not given)	5%	23%	-4	-4%	.	8%	-27%	-2%	-2%
33	O=C(NCc1cccnc1)/C(=C/c1ccccc1)NC(=O)c1ccccc1	0%	30%	3	?	-3%	10%	-15%	-1%	-9%
34	COc1ccc(CN2CCNC(=O)C2CC(=O)NC2CCC2)c(OC)c1 (stereo not given)	1%	18%	1	0%	-18%	-8%	-13%	-8%	7%
35	c1ccc(-c2nnc(-c3c[nH]c4ccccc34)nc2-c2ccccc2)cc1	1%	-11%	-2	-8%	-26%[59 µM]	?	?	11%	14%
36	CCCNC(=O)c1nc(C)c(C)nc1C(=O)Nc1cccc(Cl)c1	-10%	25%	-6	-4%	16%[59 µM]	-15%	3%	1%	4%
37	CCc1cc2c(=O)c(-c3nc4ccccc4n3C)coc2c(CN2CCN(C)CC2)c1O	8%	27%	0	9%	?	5%	-5%	0%	17%
38	Cc1nn(C(C)C(=O)NC2CCCCC2)c(=O)c2nn(-c3ccccc3)c(C)c12 (stereo not given)	-4%	23%[57 µM]	3	-16%	13%	7%	-1%	-2%	8%
39	CCC(=O)N(Cc1ccco1)Cc1cc2cc3c(cc2[nH]c1=O)OCO3	i	39%[activator]	1	-11%	.	-6%	-19%	0%	-12%
40	CC(C)(C)N/C=C(\C#N)S(=O)(=O)c1ccc(Br)cc1	4%	2%	-18	-11%	17%	2%	-2%	1%	16%
41	CC1(C)CC(=O)C=C(NCc2ccccc2)C1	-8%	4%	0	-4%	9%[59 µM]	-4%	-2%	-10%	9%

# Bioassay records (PubChem BioAssay)
